Bioassay records (PubChem)
HCV inhibitor: HCV inhibition. 340,000 compounds, 3.4% hits. AID 651820. Potency, µM (highest dose often 41.8 µM), without a hit: at the top dose activity change, negative = inhibition, usual class: inhibitors. Huh7.5.1 HCVcc-Cre infection, luciferase reporter, 44 h; note: potency is the fitted concentration of half-maximal effect
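Compounds are dispensed onto cells plated 4 h earlier at 1,000 per well, with HCVcc-Cre virus (about 0.5 moi) added next. Following 44 h of culture, luminescent signal is measured for 15 sec after 15 min with substrate at room temperature.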
HCMV antiviral: human cytomegalovirus inhibition | HFF cells, HCMV-luciferase reporter, 72 h; stronger effect = lower value | activity change, negative = inhibition, % at 57.5 µM | 410,000 compounds, 4.5% hits; in the data active = activity change below about -60%; inconclusive = no clear call, values can overlap the other calls; inactive = above about -39%
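Inhibition of viral replication was scored as loss of reporter luminescence in HFFs infected with HCMV-luciferase (MOI 1 PFU/cell) for 72 h; compounds tested at 2 doses, normalized to buffer and Salinomycin controls.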
AmpC inh detg: blocks E. coli AmpC beta-lactamase in detergent assay | P00811 | AmpC hydrolysis of nitrocefin, absorbance 480 nm, 0.01% Triton | Potency, µM (top dose mostly 114 µM), inactives show at the top dose activity change, negative = inhibition, hits mostly inhibitors | 370,000 compounds, 0.041% hits | AID 485294;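 note: potency is the fitted concentration of half-maximal effect; 0% = no-compound wells and -100% = no-enzyme wells; nearly all actives have a fitted effect of over 25% in size; some results filed as inactive show a strong effect at the top dose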
Target sequence (P00811 whole entry, looked up): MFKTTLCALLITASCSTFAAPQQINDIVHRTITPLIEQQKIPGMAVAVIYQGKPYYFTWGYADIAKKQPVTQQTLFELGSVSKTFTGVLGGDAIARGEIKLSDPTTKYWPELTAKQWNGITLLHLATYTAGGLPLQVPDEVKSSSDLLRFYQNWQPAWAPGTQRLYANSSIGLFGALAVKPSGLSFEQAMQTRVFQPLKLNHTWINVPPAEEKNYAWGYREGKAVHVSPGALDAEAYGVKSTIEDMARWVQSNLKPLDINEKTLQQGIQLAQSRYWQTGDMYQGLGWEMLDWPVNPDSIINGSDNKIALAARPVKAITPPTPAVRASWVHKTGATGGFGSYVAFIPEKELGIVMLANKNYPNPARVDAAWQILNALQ
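AmpC (5.3 nM in the dispensed reagent) in 20 mM phosphate pH 7.0 with 0.01% (detergent screen) or 0.0001% Triton X-100 was preincubated with compounds for 15 min at room temperature. Nitrocefin was then added from an 800 uM solution, and hydrolysis was followed at 480 nm.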
AMA1 RON2 block: AMA1-RON2 (P. falciparum) interaction inhibition; Potency, µM (doses to about 58.2 µM), inactives show top-dose activity change, negative = inhibition, hits mostly inhibitors; AlphaScreen AMA1-biotinylated RON2 peptide binding; 360,000 compounds, 0.2% hits;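 note: potency is the fitted concentration of half-maximal effect; 0% = vehicle wells and -100% = peptide control; nearly all actives have a fitted effect of over 45% in size; some results filed as inactive show a strong effect at the top dose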
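AMA1 (3D7) with his tag at 25 nM final met compounds first, then biotinylated RON2 peptide at 25 nM; detection used donor plus acceptor beads, 10 µg/mL apiece, read by AlphaScreen after 30 min at room temperature.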
AmpC no deterg: AmpC beta-lactamase inhibition without detergent | P00811 | AmpC nitrocefin hydrolysis, absorbance 480 nm, 0.0001% Triton | Potency, µM (series often up to 57.1 µM), for inactives: at the top dose activity change, negative = inhibition, hits mostly inhibitors | 330,000 compounds, 0.52% hits | AID 485341;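 note: potency is the fitted concentration of half-maximal effect; plate controls were no compound for no effect and no enzyme for full effect; nearly all actives have a fitted effect of over 20% in size; some results filed as inactive show a strong effect at the top dose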
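AmpC (5.3 nM in the dispensed reagent) in 20 mM phosphate pH 7.0 with 0.01% (detergent screen) or 0.0001% Triton X-100 was preincubated with compounds for 15 min at room temperature. Nitrocefin was then added from an 800 uM solution, and hydrolysis was followed at 480 nm.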
TbPYK inhibitor: T. brucei pyruvate kinase inhibition. Q57TT1. TbPYK enzyme, Kinase-Glo Plus ATP luminescence, 45 min. Potency, µM (highest dose often 76.8 µM), for inactives: at the highest dose activity, negative = inhibition, hits mostly inhibitors. 410,000 compounds, 0.12% hits. AID 624173; note: potency is the fitted concentration of half-maximal effect; nearly all actives have a fitted effect of over 50% in size
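Luminescence from Kinase-Glo Plus, added after a 45-minute room-temperature reaction, served as the end-point read-out. The enzyme and substrate were preincubated with compound before ADP (130 uM final) initiated turnover. Concentration-effect curves came from normalized qHTS data.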
LmPK inh: inhibitors of Leishmania mexicana pyruvate kinase; AID 1721; Potency, µM (series often up to 57.5 µM), for the others: at the highest dose activity change, negative = inhibition, hits mostly inhibitors; 290,000 compounds, 0.37% hits; purified LmPK, Kinase-Glo ATP luminescence, 1 h; Q27686; note: potency is the fitted concentration of half-maximal effect
Target sequence (Q27686 whole entry, looked up): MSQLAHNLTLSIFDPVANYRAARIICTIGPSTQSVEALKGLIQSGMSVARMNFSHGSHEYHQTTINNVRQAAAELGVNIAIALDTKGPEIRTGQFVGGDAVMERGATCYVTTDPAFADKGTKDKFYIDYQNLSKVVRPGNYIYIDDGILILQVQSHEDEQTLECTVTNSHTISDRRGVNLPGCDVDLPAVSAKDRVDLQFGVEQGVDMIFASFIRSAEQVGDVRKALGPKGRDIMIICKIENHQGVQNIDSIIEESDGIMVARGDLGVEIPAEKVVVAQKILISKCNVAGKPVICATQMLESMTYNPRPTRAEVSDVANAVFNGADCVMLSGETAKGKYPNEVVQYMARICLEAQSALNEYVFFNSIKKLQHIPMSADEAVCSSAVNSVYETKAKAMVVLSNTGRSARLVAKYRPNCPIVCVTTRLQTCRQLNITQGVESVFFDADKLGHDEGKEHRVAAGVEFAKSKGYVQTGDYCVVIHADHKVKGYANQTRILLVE
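Pyruvate kinase activity monitored as ATP production (luciferase luminescence). Conditions: 0.1 nM enzyme, 0.5 mM PEP, 0.1 mM ADP, 1 h, RT; normalized against uninhibited and no-enzyme wells.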
Numbers without * were called inactive; ? = inconclusive; . = no result given; & = joins results of further samples; [ ] = remark or other dose. Unless noted, calls come from the whole dose curve; as a rule, active = well fitted curve in the direction sought with a large enough effect; inconclusive = small, poorly fitted or top-dose-only effect, or another doubt; inactive = no such curve, though single readings can be large; an effect the other way counts as inactive or inconclusive. Unless noted, % is set by controls: 0 for no effect and ±100 for the full control effect.

A first look (9 entries):
smiles | HCMV antiviral | AmpC no deterg | LmPK inh | HCV inhibitor | AMA1 RON2 block | TbPYK inhibitor | AmpC inh detg
CCOC(=O)N1CCN(C(=O)COC(=O)COc2c(C)cc(C)cc2C)CC1 | -16 | 71%[activator] | . | ? | 4% | -8% | -8%
CCCN(CC#CCOc1ccc(OC)cc1)CCC | -16 | 4% | -2% | 6% | 12% | 18% | 1%
CCN(CC)Cc1c(C(=O)N2CCc3ccccc3C2)nc2ccc(Cl)cn12 | 4 | 41% | 4% | 11% | 1% | -2% | -12%
Cc1cc(C)c(NC(=O)c2ccc3nc(C(C)C)oc3c2)c(C)c1 | -15 | . | . | . | . | 1% | 1%
Cc1ccc(NC(=O)CO/N=C(\N)c2ccccc2)cc1C | -19 | -7% | . | -6% | 3% | 5% | .
Cc1ccc[n+](C(C(=S)NCc2ccco2)=C([O-])c2ccccc2Cl)c1 | -27 | . | . | 30%[activator] | -13% | -5% | .
C[C@H](CO)N1C[C@H](C)[C@@H](CN(C)S(=O)(=O)c2ccccc2)Oc2ccc(NC(=O)CCC(F)(F)F)cc2C1=O | -1 | 136%[activator] | . | 6% | 9% | -3% | .
CC(=O)OC1CCC2(C)C(CCC3C2CC(=O)C2(C)C3CC(N3CC3)C2C(C)=O)C1 (configuration not stated) | ? | . | . | -18% | -6% | 0% | .
CCO/N=C/c1ccc(OC)c(Oc2nc(OC)cc(OC)n2)c1 | 21 | 33% | -1% | -19% | 6% | 4% | 2%

Main list (from the top)
smiles | HCMV antiviral | AmpC no deterg | LmPK inh | HCV inhibitor | AMA1 RON2 block | TbPYK inhibitor | AmpC inh detg
CCOC(=O)N1CCN(C(=O)COC(=O)COc2c(C)cc(C)cc2C)CC1 | -16 | 71%[activator] | . | ? | 4% | -8% | -8%
CCCN(CC#CCOc1ccc(OC)cc1)CCC | -16 | 4% | -2% | 6% | 12% | 18% | 1%
CCN(CC)Cc1c(C(=O)N2CCc3ccccc3C2)nc2ccc(Cl)cn12 | 4 | 41% | 4% | 11% | 1% | -2% | -12%
Cc1cc(C)c(NC(=O)c2ccc3nc(C(C)C)oc3c2)c(C)c1 | -15 | . | . | . | . | 1% | 1%
Cc1ccc(NC(=O)CO/N=C(\N)c2ccccc2)cc1C | -19 | -7% | . | -6% | 3% | 5% | .
Cc1ccc[n+](C(C(=S)NCc2ccco2)=C([O-])c2ccccc2Cl)c1 | -27 | . | . | 30%[activator] | -13% | -5% | .
C[C@H](CO)N1C[C@H](C)[C@@H](CN(C)S(=O)(=O)c2ccccc2)Oc2ccc(NC(=O)CCC(F)(F)F)cc2C1=O | -1 | 136%[activator] | . | 6% | 9% | -3% | .
CC(=O)OC1CCC2(C)C(CCC3C2CC(=O)C2(C)C3CC(N3CC3)C2C(C)=O)C1 (configuration not stated) | ? | . | . | -18% | -6% | 0% | .
CCO/N=C/c1ccc(OC)c(Oc2nc(OC)cc(OC)n2)c1 | 21 | 33% | -1% | -19% | 6% | 4% | 2%
CN(C)C(=O)c1nc2ccccc2s1 | 30 | -17% | 0% | 8% | -11% | 5% | -1%
Cc1ncsc1C(=O)N1CCCC(CNS(=O)(=O)c2cccs2)C1 (configuration not stated) | 49 | -11% | 1% | 9% | 11% | -4% | 0%
Cc1noc(C)c1COc1ccc(C(=O)NNC(=O)c2ccccc2O)cc1 | -23 | -17% | . | -4% | 14% | 3% | ?
CC1CCCN(c2ccc3nc4ccccc4c(=O)n3n2)C1 (configuration not stated) | 59 | -13% | ? | -6% | 20% | -3% | 5%
O=C(CN(C(=O)Cn1nnc(-c2ccc(F)cc2)n1)C1CCCC1)NC1CCCC1 | 1 | 11% | 3% | ? | -2% | 2% | -3%
COc1ccc(OC)c(CNn2c(-c3cccc(C)c3)nc3ccccc3c2=O)c1 | ? | 13% | 3% | ? | -8% | -7% | -15%
N#CCCN(Cc1cccnc1)C(=S)NC1CC2C=CC1C2 (configuration not stated) | -22 | -11% | 6% | 1% | -17% | 0% | ?
CCOC(=O)c1cnc(SCC(=O)Nc2ccc3c(c2)OCCO3)nc1N | -12 | -31% | 0% | -7% | 6% | -3% | -6%
Cn1c(CNC(=O)c2ccco2)nnc1SCC(=O)c1ccc(Br)cc1 | -23 | 2% | 6% | 13% | 7% | -2% | ?
CCn1c(CNC(=O)C23CC4CC(CC(C4)C2)C3)nnc1SCC(=O)Nc1ccccc1 | -1 | . | . | . | . | -6% | ?
CCC(C)(C)NC(=S)Nc1ccc(-c2nc3ccc(C)cc3s2)cc1 | 96 | -27% | 3% | -21% | -4% | 4% | -3%
COc1ccc(NC(=O)CN(C)S(=O)(=O)c2ccc3c(c2)c(=O)n(C)c(=O)n3C)cc1 | -25&-15 | -9% | 3% | 0% | 11% | 5%&0% | 5%&-12%
O=C(Cc1ccc(F)cc1)c1ccc(O)cc1O | 82 | -25% | 6% | 3% | 9% | -2% | -16%
CN(C)C(/C=C/Nc1ccc(O)cc1)=C(C#N)C#N | -6 | -20% | 2% | 15% | 25% | 0% | ?
Cn1nc(-c2ccccc2F)c2cc(C(=O)NCCc3ccc(Cl)cc3)sc21 | ? | . | . | . | . | -10% | -1%
O=C(CCN1C(=O)C2C3CCC(C3)C2C1=O)Nc1cccc(Cl)c1 (configuration not stated) | 66 | -2% | -3% | . | -14% | 1% | -5%
CCOCc1cnc(C)nc1NCC(=O)c1c(C)n(C)c2ccc(OC)cc12 | 24 | -1% | 5% | 1% | -11% | -3% | -7%
CCn1c2ccc(/C(C)=N\O)cc2c2cc(/C(C)=N\O)ccc21 | 5 | -51% | 3% | 10µM* | 1% | 0% | -6%
CC(=O)c1cccc(NCC(=O)N2CCN(S(=O)(=O)c3ccccc3)CC2)c1 | -4 | -10% | . | 1% | -4% | -6% | ?
COC(=O)/C(=C1/Oc2ccc(C)cc2S1)C(F)(F)F | -28 | -18% | -1% | 6% | -6% | 0% | -7%
CC(C)c1cc(NCCOCCO)n2c(nc3ccccc32)c1C#N | 44 | -13% | 8% | -11% | 17% | 6% | 0%

smiles | HCMV antiviral | AmpC no deterg | LmPK inh | HCV inhibitor | AMA1 RON2 block | TbPYK inhibitor | AmpC inh detg
COc1ccc(NS(=O)(=O)c2ccc(C)c(C(=O)NCC(c3ccco3)N(C)C)c2)cc1 (configuration not stated) | -13 | -11% | . | -13% | 37%[activator] | 0% | -2%
CN1CCN(c2oc(Cc3cccc4ccccc34)nc2C#N)CC1 | -9 | 110%[activator] | 4% | -12% | -8% | 0% | -1%
O=c1c2cccnc2[nH]c(=S)n1CCCN1CCN(c2ccc(F)cc2)CC1 | -24 | -17% | 1% | -5% | 7% | -4% | 1%
CCN(CC(=O)NC(C)(C)C)C(=O)C(c1ccccc1)c1ccccc1 | ? | 6% | 4% | -9% | -12% | 1% | -1%
CC(C)C(CCNC(=O)CN1C(=O)c2ccccc2C1=O)c1ccco1 (configuration not stated) | 15 | . | 6% | 3% | -5% | -8% | -5%
Cc1ccc(C)c(OCc2cc(C(=O)N3CCC(N4CCCC(O)C4)CC3)no2)c1 (configuration not stated) | -5 | 102%[activator] | 0% | ? | -4% | 3% | -2%
CCC1CCCCN1CCCNC(=O)c1ccc(CS(=O)(=O)Cc2ccc(Cl)cc2)o1 (configuration not stated) | ? | -18% | -1% | -6% | 6% | 0% | 0%
O=C(CSc1nc2c([nH]c3ccccc32)c(=O)n1-c1ccc(F)cc1)NCC1CCCO1 (configuration not stated) | -17 | . | . | . | . | 3% | 2%
Cc1coc2cc3oc(=O)c(CC(=O)N4CCCCC4)c(C)c3cc12 | ? | . | . | . | . | 0% | 11%
Cc1cccc(NC(=S)N2CCN(c3ccccc3F)CC2)c1C | 2 | -21% | 6% | 1% | -5% | -12% | 3%
Cc1ccsc1C(=O)C1CCCN(Cc2cnc(N)nc2)C1 (configuration not stated) | 15 | 6% | 2% | -9% | 14% | 3% | 0%
Cc1c(C(c2ccc(O)cc2)c2c(O)c3ccccc3oc2=O)c(=O)n(-c2ccccc2)n1C (configuration not stated) | -1&-38 | ? | 1% | 4% | -2% | -13%&-3% | 4%&-4%
CC(C)(C)OC(=O)C[C@H]1C/C=C\C[C@@H](CC(=O)N[C@H](CO)Cc2ccccc2)C(=O)NC[C@H](c2ccccc2)OC1=O | -34 | 256%[activator] | . | 6% | -1% | -5% | .
CC(C)(C)OC(=O)N1CCN(c2ccc(NC(=O)Cn3nnc(-c4ccccc4)n3)cc2)CC1 | -29 | -27% | 4% | 11%&-23% | -18% | 4% | 0%
N#Cc1ccccc1NC(=O)Nc1cccs1 | -10 | -8% | 0% | 13% | 10% | 7% | -3%
CN(Cc1ccccc1)C1(CNC(=O)CCC(F)(F)F)Cc2ccccc2C1 | -21 | 21% | 9% | 9% | 9% | 0% | -11%
COc1cccc(CNC(=O)c2nnn(CC(=O)Nc3ccc(C)c(C)c3)c2N)c1 | -39 | ? | 4% | -15% | -8% | -3% | ?
O=C(NCc1ccc(Cl)cc1)C1CCN(S(=O)(=O)c2ccc(F)cc2)CC1 | -22&-7 | 5% | 6% | -17% | 0% | -2%&2% | 2%&8%
CCCCCc1cc(=O)oc2c(C(CCN3CCCC(C)C3)c3ccc4c(c3)OCO4)c(OC)cc(OC)c12 (configuration not stated) | ? | 70%[activator] | 8% | ? | -23% | 3% | -5%
CCOC(=O)[C@@H]1[C@H]2COc3cc(OC)ccc3[C@@H]2N2C(=O)N(c3ccc(F)cc3)C(=O)[C@@]12C | -19 | 44% | . | 12% | -1% | 48%[activator] | .
O=C(c1cc(COc2ccc(F)cc2Cl)on1)N1CCCCCC1 | 70 | -6% | -3% | ? | 13% | 2% | 2%
O=C(COC(=O)/C=C/c1cccc(Br)c1)NC1CCCCCC1 | 14 | -21% | . | 15% | 0% | 1% | 5%
CCOCCCn1c(=N)c(C(=O)NCc2cccnc2)cc2c(=O)n3cc(C)ccc3nc21 | -67* | . | . | . | . | 0% | 11%

A few values from the list.
Under AmpC inh detg, `Cc1coc2cc3oc(=O)c(CC(=O)N4CCCCC4)c(C)c3cc12` has the entry 11%
Under HCMV antiviral, `Cc1cccc(NC(=S)N2CCN(c3ccccc3F)CC2)c1C` has the entry 2
